Compound activity: PubChem BioAssay, Broad Institute
Tcruzi prolif = T. cruzi proliferation inhibition; inhibition, % at 8.34 µM; T. cruzi beta-gal in NIH3T3, GalScreen luminescence, 90 h; 77,000 compounds, 5.9% hits;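 active = mean inhibition above about 93%, with at least 55% of replicates each passing it, limit read from the data, passing the limit was not always enough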
C diff growth = blocks growth of Clostridium difficile; Clostridium difficile clinical isolate growth, OD600, 24 h; hits give low values; growth activity, negative = inhibition, % at 16 µg/mL (by protocol); 86,000 compounds, 0.25% hits; AID 1259249;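 active = mean growth activity at or below -80% and every replicate also at or below -80%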;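 note: 0% = DMSO wells and -100% = levofloxacin 16 µg/mL wells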
GASC1 inh = KDM4C (human) demethylase inhibition; GST-KDM4C 2-372, H3K9me3 peptide, LANCE TR-FRET; inhibition, % at 12.5 µM; AID 720574; Q9H3R0; 96,000 compounds, 0.15% hits;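 active = mean replicate inhibition above about 25%, with at least 55% of replicates also reaching it, limit read from the data, passing the limit was not always enough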
Target sequence (Q9H3R0 2-372 limits assumed): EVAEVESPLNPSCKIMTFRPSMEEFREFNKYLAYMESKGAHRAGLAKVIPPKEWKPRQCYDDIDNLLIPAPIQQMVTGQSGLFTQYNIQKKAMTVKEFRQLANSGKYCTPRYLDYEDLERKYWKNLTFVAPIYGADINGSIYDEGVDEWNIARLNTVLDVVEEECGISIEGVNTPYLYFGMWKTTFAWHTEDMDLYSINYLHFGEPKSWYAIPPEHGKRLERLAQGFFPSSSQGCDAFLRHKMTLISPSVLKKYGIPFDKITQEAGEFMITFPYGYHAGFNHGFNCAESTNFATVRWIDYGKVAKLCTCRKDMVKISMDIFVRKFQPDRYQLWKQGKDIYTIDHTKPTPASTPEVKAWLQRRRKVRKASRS
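material = GST-tagged GASC-1 (JMJD2C) catalytic fragment, aa 2-372 | amount = enzyme final amount 10 nM | medium = HEPES buffer, pH 7.5, plus ascorbate | also added = H3K9me3 peptide substrate, Fe(II), 2-oxoglutarate | dosing = single dose | times = 30 min demethylation and 1 h detection at room temperature | detection = LANCE TR-FRET | read-out basis = Fall in 671/618 emission ratio as inhibition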
Pf Dd2 inh = blocks growth of Plasmodium falciparum Dd2 parasites | P. falciparum Dd2 growth, SYBR Green, 72 h; hits give low values | activity change, % at 10 µM | 94,000 compounds, 2.3% hits; in the data active = activity change below about -80%
* hit, by the source's call; & = joins results of further samples.

For C[C@H]1CN([C@@H](C)CO)C(=O)Cc2cc(NC(=O)NC3CCCCC3)ccc2O[C@H]1CN(C)C(=O)Nc1cccc2ccccc12 the results were Tcruzi prolif 14, C diff growth -17 and Pf Dd2 inh -9.
`C[C@@H]1CN([C@H](C)CO)C(=O)Cc2cc(NS(C)(=O)=O)ccc2O[C@H]1CN(C)C(=O)Nc1ccccc1` gave C diff growth -3, GASC1 inh 0.4 and Pf Dd2 inh 8.
For CN(C[C@H]1N[C@@H](CO)[C@H]1c1ccc(-c2cccc(F)c2)cc1)C(=O)C1CCC1 the results were Tcruzi prolif 25, C diff growth 1, GASC1 inh -2.4 and Pf Dd2 inh 9.
Screening CCC(=O)NC[C@@H]1[C@@H](c2ccc(-c3ccccc3)cc2)[C@H](CO)N1C(=O)C1CC1 returned Tcruzi prolif -29, C diff growth -6, GASC1 inh -2.1 and Pf Dd2 inh 8.
`CO[C@@H]1CN(C)C(=O)c2ccc(NC(=O)c3cnccn3)cc2OC[C@@H](C)N(CCc2ccccc2)C[C@H]1C` gave Tcruzi prolif 66, GASC1 inh 0.8 and Pf Dd2 inh -61.
CCC(=O)Nc1ccc2c(c1)OC[C@H](C)N(Cc1cccc(F)c1)C[C@@H](C)[C@@H](OC)CN(C)C2=O was read as Tcruzi prolif 37, GASC1 inh -0.2 and Pf Dd2 inh -22.
O=C(Cc1ccccc1)N1CC[C@@H]2[C@H]1c1cc(-c3ccc(F)cc3)ccc1N[C@@H]2CO was read as Tcruzi prolif 34, C diff growth 61, GASC1 inh 2.1 and Pf Dd2 inh 20.
`C[C@@H]1CN([C@H](C)CO)C(=O)Cc2cc(NC(=O)CCCN(C)C)ccc2O[C@@H]1CN(C)S(=O)(=O)c1ccc(F)cc1` gave Tcruzi prolif -14, C diff growth 4, GASC1 inh -0.5 and Pf Dd2 inh 20.
For O=S(=O)(c1ccccc1)N1CCCCN2[C@H](C1)[C@@H](c1ccc(-c3ccccc3)cc1)[C@@H]2CO the results were Tcruzi prolif 62, C diff growth -5, GASC1 inh -1.2 and Pf Dd2 inh -1.
`Cc1ccccc1S(=O)(=O)NCC[C@@H]1CC[C@@H](NS(=O)(=O)c2ccccc2C)[C@H](CO)O1` gave Tcruzi prolif 25, GASC1 inh -0.6 and Pf Dd2 inh -11.
For CCS(=O)(=O)N1[C@@H](CO)[C@H](c2ccccc2)C12CN(C(=O)C1CC1)C2 the results were C diff growth -3, GASC1 inh -0.8 and Pf Dd2 inh -1.
C[C@H](CO)N1C[C@H](C)[C@H](CN(C)Cc2ccc(F)cc2)Oc2cc(C#CC(C)(C)O)ccc2S1(=O)=O was read as C diff growth 2, GASC1 inh 0.9 and Pf Dd2 inh -16.
For C[C@H]1CN([C@@H](C)CO)C(=O)Cc2cc(NS(=O)(=O)c3ccc(Cl)cc3)ccc2O[C@H]1CN(C)S(=O)(=O)c1cn(C)cn1 the results were Tcruzi prolif -22, C diff growth 0, GASC1 inh -0.1 and Pf Dd2 inh -27.
CCC(=O)N1CC2(CCN(Cc3nccs3)CC2)c2c(n(C)c3cc(OC)ccc23)[C@@H]1CO was read as C diff growth -3, GASC1 inh 1.8 and Pf Dd2 inh -36.
Screening CC(C)CC#Cc1ccc2c(c1)O[C@H](CN(C)Cc1cncnc1)[C@@H](C)CN([C@H](C)CO)S2(=O)=O returned Tcruzi prolif 103*, C diff growth -4, GASC1 inh 2.3 and Pf Dd2 inh -32.
`C[C@@H]1CCCCO[C@@H](CN(C)C)[C@H](C)CN([C@@H](C)CO)C(=O)c2cc(NS(=O)(=O)c3ccc(Cl)cc3)ccc2O1` gave Tcruzi prolif 40, C diff growth -4, GASC1 inh -0.2 and Pf Dd2 inh -13.
Screening C[C@@H]1CN([C@@H](C)CO)C(=O)Cc2cc(NC(=O)Cc3ccccc3)ccc2O[C@@H]1CN(C)C(=O)Nc1ccc(F)cc1 returned C diff growth 0&-3, GASC1 inh 0.3 and Pf Dd2 inh -4.
Screening O=C(C[C@H]1C=C[C@@H](NC(=O)CCN2CCCCC2)[C@H](CO)O1)NCc1ccc(Cl)c(Cl)c1 returned Tcruzi prolif -46, GASC1 inh -0.5 and Pf Dd2 inh 13.
For CN1CCN(C(=O)[C@H]2[C@H](CO)[C@H]3Cn4c(cccc4=O)[C@H]3N2Cc2cc(F)ccc2F)CC1 the results were Tcruzi prolif 55, C diff growth -4, GASC1 inh -1.8 and Pf Dd2 inh 4.
Screening COCC(=O)Nc1ccc2c(c1)C(=O)N(C)C[C@@H](OC)[C@H](C)CN(Cc1ccccc1F)[C@H](C)CO2 returned Tcruzi prolif 61, GASC1 inh -0.3 and Pf Dd2 inh -38.
For C[C@@H]1CN([C@H](C)CO)C(=O)c2cccc(NC(=O)c3cnccn3)c2O[C@@H]1CN(C)S(=O)(=O)c1ccc(F)cc1 the results were Tcruzi prolif 40, C diff growth 1, GASC1 inh 0.8 and Pf Dd2 inh -11.
`O=C(c1ccccc1F)N1C[C@H]2[C@@H](c3ccccc31)[C@@H](CO)N2C(=O)c1cccnc1` gave Tcruzi prolif 1, C diff growth -3, GASC1 inh -0.3 and Pf Dd2 inh 5.
Screening CCCC#Cc1ccc([C@H]2[C@@H](C#N)N(S(C)(=O)=O)[C@@H]2CO)cc1 returned Tcruzi prolif 81, C diff growth -13, GASC1 inh 2.6 and Pf Dd2 inh 11.
For C[C@H](CO)N1C[C@H](C)[C@@H](CN(C)C(=O)Nc2cccc(Oc3ccccn3)c2)OCc2cn(nn2)CCCC1=O the results were Tcruzi prolif 5&4, C diff growth -3&-2, GASC1 inh -1.4 and Pf Dd2 inh -4&-42.
`COc1ccc(C#Cc2ccc([C@@H]3[C@@H](CO)N4C(=O)CN(C(=O)c5cccnc5)C[C@@H]34)cc2)cc1` gave C diff growth 0, GASC1 inh 1.9 and Pf Dd2 inh -54.
Screening C/C=C/c1cnc2c(c1)C(=O)N([C@H](C)CO)C[C@@H](C)[C@@H](CN(C)Cc1ccncc1)O2 returned Tcruzi prolif 10, C diff growth -2, GASC1 inh -0.6 and Pf Dd2 inh 48.
`CN(C)CC(=O)N1[C@H](CO)[C@H](c2ccccc2-c2ccc(C(=O)N(C)C)cc2)[C@@H]1C#N` gave C diff growth -2, GASC1 inh -0.7 and Pf Dd2 inh 19.
For COCC(=O)Nc1ccc2c(c1)[C@H]1C[C@@H](CC(=O)NCc3ccc(-c4ccccc4)cc3)O[C@H](CO)[C@H]1O2 the results were Tcruzi prolif 102*, C diff growth 3, GASC1 inh -1.8 and Pf Dd2 inh -42.
`C[C@H]1CN([C@@H](C)CO)C(=O)c2cc(NC(=O)Nc3ccccc3)ccc2O[C@H]1CN(C)Cc1ccc(C(=O)O)cc1` gave Tcruzi prolif -32, C diff growth 1, GASC1 inh 5.0 and Pf Dd2 inh 24.
Screening C[C@H]1CN([C@@H](C)CO)C(=O)c2cc(NC(=O)CCC(F)(F)F)ccc2O[C@@H]1CN(C)Cc1ccc(-c2ccccc2)cc1 returned Tcruzi prolif 101, C diff growth -1, GASC1 inh -0.9 and Pf Dd2 inh -10.
Screening CC(C)CC#Cc1ccc2c(c1)O[C@H](CN(C)Cc1ccccn1)[C@@H](C)CN([C@H](C)CO)S2(=O)=O returned Tcruzi prolif 124*, C diff growth 12, GASC1 inh 1.6 and Pf Dd2 inh -57.
`Cc1noc(C)c1S(=O)(=O)Nc1ccc2c(c1)C(=O)N([C@H](C)CO)C[C@H](C)[C@H](CN(C)S(=O)(=O)c1ccccc1)OCCCC[C@H](C)O2` gave Tcruzi prolif -14, C diff growth -13, GASC1 inh 0.5 and Pf Dd2 inh 11.
Screening C/C=C/c1ccc([C@@H]2[C@@H](CO)N(C(=O)C3CCOCC3)C23CN(C(=O)NC(C)C)C3)cc1 returned C diff growth 1, GASC1 inh -0.8 and Pf Dd2 inh 11.
For CC(C)NC(=O)Nc1ccc2c(c1)CC(=O)N([C@@H](C)CO)C[C@H](C)[C@@H](CN(C)C(=O)Nc1ccccc1)O2 the results were Tcruzi prolif 17, C diff growth -12, GASC1 inh 0.2 and Pf Dd2 inh 28.
For CCNC(=O)c1cc2c(c(-c3cccc(-c4cccnc4)c3)n1)[C@H](CCO)N(S(C)(=O)=O)C2 the results were C diff growth -4, GASC1 inh 0.0 and Pf Dd2 inh 9.
`C[C@H]1CN([C@@H](C)CO)C(=O)c2cc(NS(=O)(=O)c3cn(C)cn3)ccc2O[C@@H]1CN(C)C(=O)Nc1ccc(C(F)(F)F)cc1` gave Tcruzi prolif 4, C diff growth 1, GASC1 inh -1.0 and Pf Dd2 inh -2.
For CC(=O)N(C)C[C@H]1Oc2ncc(-c3cccnc3)cc2C(=O)N([C@H](C)CO)C[C@H]1C the results were Tcruzi prolif 94, C diff growth -4, GASC1 inh 0.1 and Pf Dd2 inh 35.
`COc1cccc(S(=O)(=O)N[C@@H]2CC[C@@H](CC(=O)NC3Cc4ccccc4C3)O[C@@H]2CO)c1` gave Tcruzi prolif -5, GASC1 inh 4.8 and Pf Dd2 inh -9.
CCc1csc(N2[C@H](C#N)[C@@H](c3ccc(-c4ccc(F)cc4)cc3)[C@H]2CO)n1 was read as Tcruzi prolif 106*, C diff growth 2, GASC1 inh -2.3 and Pf Dd2 inh -36.
C[C@@H]1CN([C@H](C)CO)S(=O)(=O)c2ccc(C#Cc3ccccc3)cc2O[C@H]1CN(C)C(=O)CN(C)C was read as Tcruzi prolif 81, C diff growth 7, GASC1 inh -2.7 and Pf Dd2 inh -73.

Random excerpt: 4 entries already listed.
For CC(C)NC(=O)Nc1ccc2c(c1)CC(=O)N([C@@H](C)CO)C[C@H](C)[C@@H](CN(C)C(=O)Nc1ccccc1)O2 the results were Tcruzi prolif 17, C diff growth -12, GASC1 inh 0.2 and Pf Dd2 inh 28.
`C[C@H]1CN([C@@H](C)CO)C(=O)c2cc(NC(=O)Nc3ccccc3)ccc2O[C@H]1CN(C)Cc1ccc(C(=O)O)cc1` gave Tcruzi prolif -32, C diff growth 1, GASC1 inh 5.0 and Pf Dd2 inh 24.
CCc1csc(N2[C@H](C#N)[C@@H](c3ccc(-c4ccc(F)cc4)cc3)[C@H]2CO)n1 was read as Tcruzi prolif 106*, C diff growth 2, GASC1 inh -2.3 and Pf Dd2 inh -36.
`COc1cccc(S(=O)(=O)N[C@@H]2CC[C@@H](CC(=O)NC3Cc4ccccc4C3)O[C@@H]2CO)c1` gave Tcruzi prolif -5, GASC1 inh 4.8 and Pf Dd2 inh -9.

Back to the main list, repeating the two entries before the break.
CCc1csc(N2[C@H](C#N)[C@@H](c3ccc(-c4ccc(F)cc4)cc3)[C@H]2CO)n1 was read as Tcruzi prolif 106*, C diff growth 2, GASC1 inh -2.3 and Pf Dd2 inh -36.
C[C@@H]1CN([C@H](C)CO)S(=O)(=O)c2ccc(C#Cc3ccccc3)cc2O[C@H]1CN(C)C(=O)CN(C)C was read as Tcruzi prolif 81, C diff growth 7, GASC1 inh -2.7 and Pf Dd2 inh -73.
Screening C[C@H]1CN([C@@H](C)CO)C(=O)c2cc(C#Cc3cccnc3)cnc2O[C@H]1CN(C)S(=O)(=O)c1ccccc1F returned Tcruzi prolif 15, C diff growth 6, GASC1 inh -2.8 and Pf Dd2 inh -23.
COCC#Cc1ccc(CC[C@H]2O[C@H]3CC[C@@H](CO)O[C@H]3C[C@H]2n2cc(C3CC3)nn2)cc1 was read as C diff growth 10 and Pf Dd2 inh -27.
`COc1ccc(CN(C)C[C@H]2Oc3ccc(NC(=O)c4ccncc4)cc3CC(=O)N([C@@H](C)CO)C[C@H]2C)cc1` gave Tcruzi prolif 3, C diff growth -6, GASC1 inh 5.5 and Pf Dd2 inh 10.
`O=C(C[C@H]1CC[C@H]2[C@@H](COC[C@H](O)CN2C(=O)Nc2ccc(F)cc2)O1)NCCCN1CCOCC1` gave Tcruzi prolif -62, C diff growth 6&-1, GASC1 inh 0.0 and Pf Dd2 inh 5.
`CO[C@@H]1CN(C)C(=O)c2cc(NC(C)=O)ccc2OC[C@H](C)N(C(=O)c2ccccc2F)C[C@H]1C` gave Tcruzi prolif 16, GASC1 inh 0.9 and Pf Dd2 inh 10.
Screening C[C@H]1CN([C@@H](C)CO)S(=O)(=O)c2ccc(C#CC3(O)CCCC3)cc2O[C@H]1CN(C)C(=O)Nc1ccc(F)cc1 returned Tcruzi prolif -23, C diff growth 0, GASC1 inh 0.5 and Pf Dd2 inh -63.
`Cc1noc(C)c1NC(=O)N(C)C[C@H]1OCCCC[C@H](C)Oc2ccc(NS(C)(=O)=O)cc2C(=O)N([C@H](C)CO)C[C@@H]1C` gave Tcruzi prolif 27, C diff growth -1, GASC1 inh 0.1 and Pf Dd2 inh 17.
For C[C@H](CO)N1C[C@H](C)[C@@H](CN(C)Cc2ccccc2)Oc2c(NS(=O)(=O)c3ccc(F)cc3)cccc2C1=O the results were Tcruzi prolif 2, C diff growth -5, GASC1 inh -1.5 and Pf Dd2 inh -12.
Screening C[C@H](CO)N1C[C@H](C)[C@@H](CN(C)C(=O)NC2CCCCC2)OCCCC[C@H](C)Oc2ccc(NC(=O)Nc3ccc4c(c3)OCO4)cc2C1=O returned Tcruzi prolif -8, C diff growth -1, GASC1 inh 0.8 and Pf Dd2 inh 10.
